bCat nuc transl: modulators of beta-catenin nuclear translocation, primary screen, imaging, HeLa cells, immunofluorescence, high-content. nuclear translocation activity, % at 5 µM. 190,000 compounds, 0.3% hits;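 active means nuclear translocation activity above 50% at 5 µM, with a well cell count of 50 or more; inconclusive means wells under 50 cells across six images, flagged as toxic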;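 further: per-cell ratio of nuclear to cytoplasmic median beta-catenin stain intensity; plate controls were DMSO negative control for no effect and GSK-3 inhibitor IX positive control for full effect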
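Assay system: human HeLa cells, native beta-catenin; doses: 5 µM primary, 0.02–20 µM confirmation; incubation: compound treatment 24 h, 37°C, 5% CO2; technique: fluorescence imaging of beta-catenin antibody stain plus DAPI; measure: % activation, nuclear-to-cytoplasmic median beta-catenin signal ratio per cell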
T cell HTS: modulators of CD8 T cell-vesicle binding, primary screen, mouse 2C CD8+ T cells, flow cytometry | calls only at 7 µM | 2C CD8+ T cell-vesicle binding; stronger effect = lower value | 330,000 compounds, 0.068% hits;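 active means response, share of CD8 T cells binding vesicles, and their 90th percentile fluorescence all below set limits, cut at about 80% in these data, passing the limit was not always enough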
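Test system: purified 2C TCR transgenic mouse naive CD8+ T cells. Probe or stimulus: QL9-peptide-loaded Drosophila micro-vesicles bearing Ld, ICAM-1 and B7-1. Incubation: binding step 1.5 h, 37 °C, antibody labelling 20 min, ice. Measured by: flow cytometry of vesicle-bound cells.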
West Nile virus CPE: West Nile virus antiviral activity, cell-based, CPE readout (AID 1621); West Nile virus-infected cells, CPE inhibition; higher % means a stronger effect; CPE inhibition, % at 10 µM; hits with a dose series show IC50 in µM; 290,000 compounds, 0.02% hits; in the data active means a potency from the dose series; inconclusive means CPE inhibition mostly from about 3.7% at the one dose, without a potency; inactive means the rest, 99 in 100 with CPE inhibition below about 2.2%; further: strong numbers were not always called active
PhoP inhibition: inhibitors of PhoP regulon expression, primary screen, Salmonella Typhimurium, GFP reporter (AID 1863). S. Typhimurium PhoP-regulated promoter GFP reporter, 4 h; higher % means a stronger effect. inhibition, % at 50 µM; hits with a dose series show IC50 in µM. 300,000 compounds, 0.16% hits;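 active means inhibition over 29.93%, a cutoff 3 SD above the screen mean, later confirmed by dose response; inconclusive means inhibition over 29.93% but no dose response follow-up; inactive means inhibition at most 29.93% or unconfirmed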;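 further: 0% = low Mg2+ inducing control and 100% = high Mg2+ repressing control; strong numbers were not always called active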
Large T inhibition: SV40 large T antigen inhibitors, biochemical (AID 1903) | SV40 large T antigen ATPase/helicase inhibition assay; higher % means a stronger effect | inhibition, % at 20 µM, or IC50 in µM where a hit was titrated | 310,000 compounds, 0.39% hits; in the data active means a potency from the dose series; inconclusive means inhibition mostly from about 32% at the one dose, without a potency; inactive means the rest, 99 in 100 with inhibition below about 32%; further: strong numbers were not always called active
WT yeast gro inh: growth inhibition of WT strain, primary screen, mitochondrial fusion inhibitor project, WT and mutant strains, chemical genetic. mitochondrial fusion phenotypic screen. inhibition, % at 10 µM. 190,000 compounds, 2.1% hits; in the data active means inhibition above about 58%; tested in S. cerevisiae
Myeloid diff 2: induction of myeloid progenitor differentiation, primary screen, cell-based, flow cytometry, MLPCN library | ER-HoxA9 myeloid progenitors, lysozyme-GFP differentiation | calls only at 10 µM | 360,000 compounds, 1% hits;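 active means normalized GFP-positive differentiation at or above the plate's own cutoff, the solvent-only control mean plus 3 SD; inconclusive means no clear call, values can overlap the other calls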;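 further: cells exposed to compound for four days before flow analysis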
RSV CPE inhibition: RSV antiviral activity via CPE protection, HEp-2 cells, primary 10 µM value included (AID 2391); HEp-2 cells, RSV-induced CPE inhibition; higher % means a stronger effect; CPE inhibition, % at 10 µM, or IC50 in µM where a hit was titrated; 310,000 compounds, 0.13% hits; in the data active means a potency from the dose series; inconclusive means CPE inhibition mostly from about 23% at the one dose, without a potency; inactive means the rest, 99 in 100 with CPE inhibition below about 21%; further: strong numbers were not always called active
Rac1 GTP hydrolysis: MgcRacGAP GTPase-activating activity inhibitors, confirmation, biochemical, ADP Hunter fluorescence. MgcRacGAP-stimulated Rac1 GTP hydrolysis, ADP Hunter fluorescence; higher % means a stronger effect; GST-tagged Rac1 F28L mutant substrate. 340,000 compounds, 0.6% hits. inhibition, % at 30 µM; hits with a dose series show IC50 in µM;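 active means first-screen hits whose inhibition reached a set limit at any dose in the follow-up dose series; inconclusive means inhibition above the set first-screen limit but never retested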;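 further: fluorescence reports GDP produced by GAP-driven GTP hydrolysis; strong numbers were not always called active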
WT yeast gro inh mutant strain: recorded beside WT yeast gro inh, whose call it bears; inhibition, %; mitochondrial fusion phenotypic screen, mutant strain inhibition
bCat nuc transl cell count 5 µM: second read-out of bCat nuc transl, no call of its own (marks repeat the call); cell count; measured here: cell count, cytotoxicity flag
T cell HTS vesicle-bound %: also measured in T cell HTS; calls as there; double positive events, %; measured here: CD8+ vesicle-bound cell fraction;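 binding gate set so that unloaded-vesicle control wells show 10% double positive cells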
Myeloid diff 2 GFP+ MAC1+ %: also measured in Myeloid diff 2; calls as there; GFP+ MAC1+ double positive, %; measured here: differentiation confirmed by MAC1 staining
Starred values were filed as active, the others as inactive; i = inactive; u = inconclusive; x = not tested or not shown.

Fields: bCat nuc transl | bCat nuc transl cell count 5 µM | T cell HTS | T cell HTS vesicle-bound % | West Nile virus CPE | PhoP inhibition | Large T inhibition | WT yeast gro inh | WT yeast gro inh mutant strain | Myeloid diff 2 | Myeloid diff 2 GFP+ MAC1+ % | RSV CPE inhibition | Rac1 GTP hydrolysis
Cc1ccc(NC(=O)COC(=O)COc2ccc(Cl)cc2C)c([N+](=O)[O-])c1
  -2.2 | 525 | i | 27.3 | -0.5% | -2.9% | 3.5% | -33.1 | 3.0 | i | 0.4 | 2.6% | -5.9%
O=[N+]([O-])c1ccccc1OC/C(=N\O)c1ccccc1
  x | x | i | 52.4 | 0.6% | 7.1% | 1.7% | x | x | i | 0.3 | 0.5% | 6.8%
COc1cccc(NC(=O)CCNC(=O)c2ccccc2Cl)c1
  -0.1 | 1093 | i | 53.0 | 0.8% | -4.7% | 3.8% | -5.1 | 4.7 | i | 0.4 | 1.2% | 0.0%
COc1ccc(/C=N/NC(=O)c2cccnc2)cc1CN1CCN(c2ccc(F)cc2)CC1
  1.0 | 1136 | i | 32.0 | 0.7% | 7.3% | -2.3% | -5.6 | 2.4 | i | 0.1 | -1.3% | 3.6%
Cc1ccc(/C=N/Nc2ccc(Cl)nn2)cc1
  0.3 | 1279 | i | 14.3 | 0.2% | -0.8% | 24.1% | x | x | i | 0.6 | 1.7% | 7.6%
CC(=O)c1ccccc1NS(=O)(=O)c1ccc2c(c1)CC(=O)N2
  x | x | i | 25.9 | x | x | x | x | x | i | 0.6 | -0.4% | -1.4%
COc1cc(/C=C2\C(=O)NN(c3ccc(C)cc3)C2=O)cc([N+](=O)[O-])c1O
  -2.0 | 1159 | i | 52.8 | 0.3% | 5.5% | 36.6% | 9.4 | 6.9 | i | 0.3 | -0.8% | 20.2%
O=C(NCc1ccccc1)/C(NC(=O)c1ccccc1)=C(/Sc1ccccn1)c1ccccc1
  0.3 | 1130 | i | 49.7 | -0.3% | -5.8% | 16.9% | 8.2 | 7.0 | i | 1.2 | -0.8% | 11.7%
Cc1ccc2c(cnn2C(=O)CCC(=O)N2CCCCC2C)c1 (stereo unspecified)
  x | x | i | 34.1 | -0.3% | x | 1.9% | x | x | i | 1.2 | 2.5% | 6.2%
O=C(c1ccccc1NS(=O)(=O)c1ccccc1)N1CCCCCC1
  x | x | i | 47.5 | -1.2% | 3.8% | 6.0% | x | x | i | 1.3 | 0.6% | -3.9%
O=C(NNS(=O)(=O)c1ccccc1C(F)(F)F)c1cc2ncc(C(F)(F)F)cc2s1
  -2.4 | 1186 | i | 55.7 | 1.3% | 2.5% | 0.3% | x | x | i | 1.2 | 1.9% | x
C=CCn1cc(C(=O)OC)c(=O)c2cc(S(=O)(=O)N(CC)CC)ccc21
  x | x | i | 23.5 | 1.7% | -1.9% | 8.8% | 14.1 | 21.5 | i | 4.7 | 1.4% | 10.5%
Cc1csc(/C(=N/OC(=O)c2ccco2)C(N)=O)n1
  -1.3 | 1318 | i | 34.9 | 0.2% | 2.4% | x | x | x | i | 0.4 | 0.2% | -9.2%
c1ccc(-c2nn3c(-c4ccccc4)nnc3s2)cc1
  -2.6 | 801 | i | 54.1 | 0.4% | -7.7% | 15.6% | 15.6 | 0.8 | i | 0.5 | 0.5% | 2.1%
COc1cccc2cc(/C(C)=N/NC(=O)c3ccco3)oc12
  -2.1 | 1113 | i | 30.0 | -0.1% | 0.0% | 22.3% | 4.3 | 19.6 | i | 0.1 | 6.6% | 9.4%
CCCCNS(=O)(=O)c1cc(-c2nn(C)c(=O)c3ccccc23)ccc1C
  x | x | i | 50.9 | -1.0% | 1.4% | 24.6% | x | x | i | 0.6 | 3.8% | 8.0%
Cc1cc2c(OCC(O)CNC(C)(C)C)cccc2[nH]1 (stereo unspecified)
  -0.4 | 1130 | i | 56.3 | -0.1% | 3.0% | 12.5% | -0.9 | -2.6 | i | 0.5 | 0.4% | 12.7%
Cc1ccc(C(=O)CNc2ccc(C)cc2C)cc1
  x | x | i | 62.9 | -0.4% | -3.7% | 6.2% | x | x | i | 0.3 | -0.3% | 12.8%
CCOc1ccc(N2CC(C(=O)NCc3cccc(C)c3)CC2=O)cc1 (stereo unspecified)
  0.2 | 1293 | i | 27.5 | 0.8% | 6.8% | 0.4% | 10.2 | 2.0 | i | 2.5 | 1.2% | 0.1%
COC(=O)C1=C(C)N(Cc2cccnc2)C(=O)/C1=C\c1sccc1C
  -0.8 | 1043 | i | 43.3 | -1.5% | 1.4% | 22.5% | 45.5 | 21.6 | i | 0.3 | u | -1.6%
COc1cc(/C=N/O)ccc1OCc1ccc([N+](=O)[O-])cc1
  -0.4 | 517 | i | 49.4 | 0.0% | -11.6% | 10.0% | -0.1 | -2.6 | i | 0.4 | u | 5.8%
CCOC(=O)C1CCN(C(=O)Cc2ccc(C)cc2)CC1
  x | x | i | 38.0 | 1.6% | -7.1% | 4.0% | -2.6 | 2.1 | i | 0.8 | 0.6% | 2.6%
CC(=O)c1ccc(N2CCN(CC(=O)NCc3ccccc3)CC2)cc1
  x | x | i | 37.4 | -0.5% | -1.3% | 19.3% | x | x | i | 0.3 | 3.1% | 6.8%
CCOC(=O)C1CCN(C(=O)Cn2cccc2C(=O)c2ccccc2)CC1
  -3.6 | 1155 | i | 42.9 | 0.0% | -2.2% | 10.4% | -0.4 | 7.5 | i | 2.1 | -1.0% | 5.3%
CC1CCCN(CCCOc2ccccc2-c2ccccc2)C1 (stereo unspecified)
  -4.5 | 1139 | x | x | -1.3% | -5.0% | 5.5% | 32.5 | 33.8 | i | 0.7 | x | 18.1%
CC(C)n1nnnc1SCC(=O)Nc1ccc2c(c1)OCCO2
  -0.1 | 1347 | i | 53.8 | 1.5% | x | 11.9% | x | x | x | x | -0.9% | x
COc1cccc2sc(N(CCCN(C)C)C(=O)c3ccc(S(=O)(=O)N4CCc5ccccc5C4)cc3)nc12
  x | x | i | 3.8 | 0.5% | 4.2% | 9.0% | x | x | i | 0.8 | 2.8% | 9.5%
COc1ccc(C2SCC(=O)N2c2c(C)n(C)n(-c3ccccc3)c2=O)cc1 (stereo unspecified)
  1.0 | 1158 | i | 22.7 | 0.0% | -4.1% | 11.6% | 6.8 | -14.9 | i | 0.6 | 1.5% | 6.6%
CCNC(=O)COC(=O)c1cc(-c2ccco2)nc2ccccc12
  -2.3 | 1172 | i | 18.1 | 0.0% | -15.9% | 29.5% | x | x | i | 0.6 | 0.8% | 18.2%
CC(C)OC(=O)CCC(=O)Nc1nc2ccccc2s1
  3.6 | 1126 | i | 28.7 | 0.1% | 11.1% | -11.4% | 6.3 | -5.8 | i | 8.8 | 1.4% | 2.3%

3 entries picked at random from those above, as already listed:
Fields: bCat nuc transl | bCat nuc transl cell count 5 µM | T cell HTS | T cell HTS vesicle-bound % | West Nile virus CPE | PhoP inhibition | Large T inhibition | WT yeast gro inh | WT yeast gro inh mutant strain | Myeloid diff 2 | Myeloid diff 2 GFP+ MAC1+ % | RSV CPE inhibition | Rac1 GTP hydrolysis
O=[N+]([O-])c1ccccc1OC/C(=N\O)c1ccccc1
  x | x | i | 52.4 | 0.6% | 7.1% | 1.7% | x | x | i | 0.3 | 0.5% | 6.8%
CCOc1ccc(N2CC(C(=O)NCc3cccc(C)c3)CC2=O)cc1 (stereo unspecified)
  0.2 | 1293 | i | 27.5 | 0.8% | 6.8% | 0.4% | 10.2 | 2.0 | i | 2.5 | 1.2% | 0.1%
CC(C)OC(=O)CCC(=O)Nc1nc2ccccc2s1
  3.6 | 1126 | i | 28.7 | 0.1% | 11.1% | -11.4% | 6.3 | -5.8 | i | 8.8 | 1.4% | 2.3%

(next part)
Fields: bCat nuc transl | bCat nuc transl cell count 5 µM | T cell HTS | T cell HTS vesicle-bound % | West Nile virus CPE | PhoP inhibition | Large T inhibition | WT yeast gro inh | WT yeast gro inh mutant strain | Myeloid diff 2 | Myeloid diff 2 GFP+ MAC1+ % | RSV CPE inhibition | Rac1 GTP hydrolysis
COc1ccc(NC(=O)COc2coc(CN3CCCc4ccccc43)cc2=O)cc1
  x | x | i | 10.6 | x | 7.9% | 3.7% | x | x | i | 0.7 | -1.8% | -4.3%
Cn1ccnc1SCc1ccc([N+](=O)[O-])cc1
  -1.7 | 1464 | i | 35.4 | -0.3% | 1.5% | 6.8% | 3.6 | 10.4 | i | 0.8 | 2.1% | 2.9%
CCOC(=O)C1(CC2CC2)CCN(Cc2cnc(N(C)C)s2)CC1
  -2.5 | 1085 | i | 43.5 | -0.7% | -8.0% | 9.5% | 10.6 | -7.3 | i | 1.2 | 0.5% | 2.8%
C=CCc1cc(C)ccc1OCCOCCn1ccnc1
  1.5 | 563 | i | 45.1 | -2.0% | 8.6% | 5.7% | 34.1 | 26.3 | i | 0.2 | -0.5% | 15.9%
CCn1c(-c2cccc(Cl)c2)n[nH]c1=S
  -7.2 | 1075 | i | 53.6 | 0.3% | 1.2% | 10.3% | -8.4 | 8.4 | i | 1.1 | -1.3% | 16.9%
CC(C)(C)c1ccc(C(=O)CS(=O)(=O)c2ccccc2)cc1
  -0.1 | 1384 | i | 34.1 | -0.5% | 4.1% | 8.8% | 19.6 | 12.8 | x | x | -0.6% | 8.2%

Source: PubChem (several laboratories)
